# TRPV1 ag: HTS Assay for Compounds that Act as Agonists of the Vanilloid Receptor 1 | activation, % at 8.33 µM | Transient receptor potential cation channel subfamily V member 1 (Homo sapiens), Q8NER1 | 0.19% of 320,000 active | TRPV1-expressing cells, Fluo-8 calcium influx, agonist mode; in the data active means activation above about 80%; inconclusive means between about 30% and that limit; further: 0% is about no effect
#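 TRPV1-expressing cells were cultured overnight at 35.5C and loaded with Fluo-8 calcium dye for 40 to 90 min at room temperature. After a 10 s baseline, compound was added and calcium influx was read kinetically for 3 min (ex 480/em 520 nm).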
# ELG1 DNA repair: qHTS screen for small molecules that inhibit ELG1-dependent DNA repair in human embryonic kidney (HEK293T) cells expressing luciferase-tagged ELG1; HEK293T ELG1-luciferase reporter, luminescence, 16 h; DNA damage induced by 5-fluorouridine; Potency, µM (titrated, usually from 46.1 µM), for the others: at the highest dose activity change, negative = inhibition, hits mostly inhibitors; 2.3% of 330,000 active; AID 504467, 2011; further: potency means the concentration at half of the fitted maximal effect; on the % scale 0 is the no-effect control and ±100 the full control effect; nearly all actives have a fitted effect of over 55% in size
#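 Quantitative HTS, concentration-response format. 2,000 cells/well co-treated with 5-fluorouridine and compound, 16 hr in 5% CO2 at 37 °C; ONE-Glo luminescence read after 30 min.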
# Tb PFK block: qHTS Assay to Find Inhibitors of T. brucei phosphofructokinase; T. brucei PFK, ADP-Glo luminescence; Potency, µM (titrated, usually from 57.5 µM), for inactives: at the highest dose activity, negative = inhibition, hits mostly inhibitors; 0.17% of 330,000 active;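 further: potency means the concentration at half of the fitted maximal effect; 0% = uninhibited 1x PFK enzyme wells and -100% = no-enzyme wells; nearly all actives have a fitted effect of over 60% in size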
#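 Compounds were pin-transferred as a titration series up to 57 uM into substrate buffer (0.5 mM F6P, 0.1 mM ATP, pH 8.0), then 1.25 nM PFK was added and reactions ran 45 min before ADP-Glo detection.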
# p53 reactivator: qHTS assay for re-activators of p53 using a Luc reporter; H1299 p53-A138V BP100-luciferase reporter, luminescence, 24 h; Potency, µM (highest dose often 92.2 µM), for inactives: at the top dose activity change, positive = activation, most hits filed as activators; 0.063% of 320,000 active; further: potency means the concentration at half of the fitted maximal effect; % of control where 0% means no effect; nearly all actives have a fitted effect of over 45% in size
#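 H1299 (p53-null), stable ts p53-A138V + BP100-Luc; 1000 cells/well, Opti-MEM/10% FBS; cpd 4 pt, 1:5; 24 h, 37 deg C, 5% CO2; detection reagent 10 min RT; luminescence.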
# BRCA1 expr up: qHTS Assay to Identify Small Molecule Activators of BRCA1 Expression. Potency, µM (highest dose often 46.1 µM), for inactives: at the top dose activation, usual class: activators. 1.1% of 380,000 active. MCF7-BRCA1-FFLuc reporter, luminescence, 48 h; response scale: scaled: vehicle 0%, 10 µM genistein 100%; further: potency means the concentration at half of the fitted maximal effect; nearly all actives have a fitted effect of over 80% in size; some results filed as inactive show a strong effect at the top dose
#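 Luminescence from a BRCA1-driven firefly luciferase in MCF7 cells was read after 48 h compound exposure at 37 C. Data normalized against DMSO and a 10microM genistein activation control, then curve-fitted across the titration.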
# NPC1 prom act: qHTS Assay for NPC1 Promoter Activators | AID 485313, 2010 | Potency, µM (series often up to 9.22 µM), inactives show top-dose activation, hits mostly activators | Huh7 NPC1 promoter luciferase reporter, 24 h | 2.4% of 320,000 active;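 further: potency means the concentration at half of the fitted maximal effect; % of control where 0% means no effect; nearly all actives have a fitted effect of over 60% in size; reporter is driven by a mutant NPC1 promoter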
#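 In 1536-well qHTS, Huh7 cells harboring an NPC1 promoter–luciferase construct received compound for 24 h; activation was quantified by luminescence following luciferase reagent addition.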
# FLuc modulator: qHTS profiling assay for firefly luciferase inhibitor/activator using purifed enzyme and Km concentrations of substrates (counterscreen for miR-21 project); Potency, µM (top dose mostly 57.5 µM), inactives show at the highest dose activity change, negative = inhibition, usual class: inhibitors; Luciferin 4-monooxygenase (Photinus pyralis), P08659; purified FLuc, Km substrates, luminescence inhibition; 6.9% of 360,000 active;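 further: potency means the concentration at half of the fitted maximal effect; plate controls were vehicle for no effect and reference inhibitor for full effect; nearly all actives have a fitted effect of over 55% in size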
# Target sequence (P08659 whole entry, looked up): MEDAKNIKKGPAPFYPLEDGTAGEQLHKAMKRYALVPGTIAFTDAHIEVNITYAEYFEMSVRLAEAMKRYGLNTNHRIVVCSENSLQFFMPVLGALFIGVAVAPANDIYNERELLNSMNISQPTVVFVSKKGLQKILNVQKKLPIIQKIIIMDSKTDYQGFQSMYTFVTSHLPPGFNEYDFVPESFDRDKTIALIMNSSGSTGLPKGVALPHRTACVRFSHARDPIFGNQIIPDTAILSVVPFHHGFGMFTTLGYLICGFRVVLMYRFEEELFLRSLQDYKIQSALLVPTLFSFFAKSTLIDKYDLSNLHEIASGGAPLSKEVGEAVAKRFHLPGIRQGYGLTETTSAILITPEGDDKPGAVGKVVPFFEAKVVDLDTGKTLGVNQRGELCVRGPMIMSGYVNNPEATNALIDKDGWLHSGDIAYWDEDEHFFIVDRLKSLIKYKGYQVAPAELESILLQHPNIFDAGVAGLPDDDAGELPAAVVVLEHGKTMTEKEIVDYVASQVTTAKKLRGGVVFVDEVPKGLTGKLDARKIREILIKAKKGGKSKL
#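 Purified P. pyralis luciferase (10nM final) with 10uM D-luciferin and 10uM ATP (Km levels) in 50mM Tris acetate pH 7.5, 10mM Mg acetate, 0.01% Tween-20, 0.05% BSA; qHTS 6-point titration, ~60 µM downward; luminescence read.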
# Rab9 prom act: qHTS Assay for Rab9 Promoter Activators; Huh7 Rab9 promoter-luciferase reporter, luminescence, 24 h; Potency, µM (doses to about 9.22 µM), for inactives: at the highest dose activation, negative = inhibition, most hits filed as activators; 2.8% of 320,000 active; AID 485297, 2010; further: potency means the concentration at half of the fitted maximal effect; % of control where 0% means no effect; nearly all actives have a fitted effect of over 60% in size
#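 Stable Rab9-luc Huh7, 1500 cells/well, 2 h settle; cmpd in DMSO, 24 h, 37 °C/5% CO2; luciferase reagent 10 min RT; luminescence.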
# RORgamma inh: qHTS for inhibitors of ROR gamma transcriptional activity; Nuclear receptor ROR-gamma (Mus musculus), P51450; Drosophila S2 Gal4-RORgamma UAS-luciferase reporter, 20 h; Potency, µM (doses to about 53.6 µM), for the others: top-dose activity change, negative = inhibition, usual class: inhibitors; 5.4% of 310,000 active; further: potency means the concentration at half of the fitted maximal effect; on the % scale 0 is the no-effect control and ±100 the full control effect; nearly all actives have a fitted effect of over 60% in size
# Target sequence (P51450 whole entry, looked up, the tested form may be a part): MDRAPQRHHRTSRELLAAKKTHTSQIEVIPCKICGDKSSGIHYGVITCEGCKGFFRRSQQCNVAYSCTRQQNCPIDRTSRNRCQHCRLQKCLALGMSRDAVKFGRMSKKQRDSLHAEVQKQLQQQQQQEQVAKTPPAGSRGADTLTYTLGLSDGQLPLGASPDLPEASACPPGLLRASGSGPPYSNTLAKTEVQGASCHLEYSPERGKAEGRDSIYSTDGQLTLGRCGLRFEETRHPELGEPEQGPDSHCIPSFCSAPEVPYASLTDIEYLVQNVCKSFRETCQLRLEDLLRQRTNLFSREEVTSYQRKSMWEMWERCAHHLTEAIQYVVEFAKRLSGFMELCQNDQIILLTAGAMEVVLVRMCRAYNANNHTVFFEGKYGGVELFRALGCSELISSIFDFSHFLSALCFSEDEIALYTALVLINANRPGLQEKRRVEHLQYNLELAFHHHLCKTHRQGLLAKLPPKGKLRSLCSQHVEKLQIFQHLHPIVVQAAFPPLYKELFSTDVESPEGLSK
#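 ROR gamma transcriptional activity was tracked as Gal4-UAS luciferase output in stably transfected Drosophila Schneider cells, with compound added 1 hr before 700 uM copper sulfate induction and a 20 hr ambient-temperature incubation.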
# Gal4-VP16 FLuc: VP16 counterscreen qHTS for inhibitors of ROR gamma transcriptional activity; Drosophila S2 Gal4-VP16 UAS-luciferase, luminescence, 20 h; Potency, µM (top dose mostly 53.6 µM), for inactives: top-dose activity, negative = inhibition, usual class: inhibitors; 3.5% of 310,000 active; AID 2546, 2010;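 further: Gal4-VP16 expression switched on by copper sulfate through the metallothionein promoter; potency means the concentration at half of the fitted maximal effect; on the % scale 0 is the no-effect control and ±100 the full control effect; nearly all actives have a fitted effect of over 50% in size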
# ELG1 genotoxic: qHTS screen for small molecules that induce genotoxicity in human embryonic kidney (HEK293T) cells expressing luciferase-tagged ELG1 | Potency, µM (top dose mostly 46 µM), for inactives: at the highest dose activity change, positive = activation, hits mostly activators | HEK293T ELG1-luciferase reporter, luminescence, 16 h | 1.3% of 330,000 active | AID 504466, 2011; further: potency means the concentration at half of the fitted maximal effect; % of control where 0% means no effect; nearly all actives have a fitted effect of over 60% in size
#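 Reporter readout depends on ELG1 protein level, which increases with genetic stress. After 16 hr compound exposure at 37 °C, luciferase activity was quantified using ONE-Glo.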
# Numbers without * were called inactive; ? = inconclusive; · = no result given; [ ] = another dose, or the depositor's remark. Unless noted, the call rests on the fitted dose curve; in most records, active means well fitted curve in the direction sought with a large enough effect; inconclusive means small, poorly fitted or top-dose-only effect, or another doubt; inactive means no such curve, though single readings can be large; an effect the other way counts as inactive or inconclusive.
SMILES,TRPV1 ag,ELG1 DNA repair,Tb PFK block,p53 reactivator,BRCA1 expr up,NPC1 prom act,FLuc modulator,Rab9 prom act,RORgamma inh,Gal4-VP16 FLuc,ELG1 genotoxic
Cc1cc(C)c2c(=O)[nH]c(SCC(=O)N3CCCCC3)nc2n1,0,-6%,1%,1%,-21%,-2%,-1%,-12%,6%,-2%,0%
COc1cccc(NC(=O)CNC(=O)c2ccc(F)cc2)c1,-1,?,-17%,10%,?,11%,-1%,-2%,?,19%,21%
CSCC[C@H](NC(=O)c1cccc(S(=O)(=O)N2CCN(C)CC2)c1)c1nc2ccccc2[nH]1,·,-1%,0%,11%,0%,·,·,·,·,·,1%
CN1CCOC(=O)/C1=N/Nc1cc(Cl)ccc1Cl,12,-17%,-1%,-2%,-38%,3%,-15%,8%,5%,11%,6%
COc1ccc(C(=O)Nc2ccc(NC(=O)c3cccs3)cn2)cc1,2,?,2%,-1%,5%,10%,-16%,4%,0.22µM*,9%,?
CN(Cc1ccc(-n2cccn2)cc1)Cc1nc(-c2cnccn2)no1,-1,1%,1%,1%,-6%,-9%,-3%,-2%,15%,-2%,2%
COc1ccc(S(=O)(=O)N2CCC(=O)N2)cc1,-1,3%,-5%,-5%,4%,-3%,-1%,1%,-15%,-9%,-1%
N#CC1=C(N)NC(=S)C(C(N)=O)C1c1ccc(Cl)cc1Cl (stereo not given),-3,-3%,-2%,29%,-54%,-7%,4%,-3%,?,?,0%
O=C(c1cc(-c2cccc(Cl)c2)on1)N1CCN(c2ccc(F)cc2)CC1,9,15%,0%,5%,-18%,-4%,1%,-1%,0%,-2%,22%
CCO[C@@H]1OC(C(=O)N2CCCCCCC2)=C[C@H](C2CCCCC2)[C@H]1CCCO,?,16%,-1%,0%,-3%,3%,-2%,-3%,-5%,-16%,-1%
Nc1ccccc1C(=O)N/N=C1/C2CN3CCN(C2)CC1(Cc1ccccc1)C3,15,?,7%,?,-6%,-3%,1%,?,-3%,28%,16%
CC(=O)c1cnc(-c2ccccc2)s1,1,?,-2%,1%,50%,12%,-17%,26%,-2%,-10%,?
C/C(=N/NC(=O)CNC(=O)c1ccccc1F)c1ccc2c(c1)CCCC2,10,-24%,-1%,-2%,-23%,-6%,-9%,10%,4%,-1%,-1%
CNC(=O)c1c(NC(=O)CCS(=O)(=O)c2ccccc2)sc(C)c1C,4,-4%,16%,-7%,-8%,-3%,-2%,-2%,·,·,-2%
CCOC(=O)c1ccc(NC(c2ccc(N(C)C)cc2)P(=O)(OC(C)C)OC(C)C)cc1 (stereo not given),10,-20%,4%,-2%,-39%,2%,-3%,-4%,31%,-2%,-11%
CCn1c(SCC(=O)Nc2ccc(-c3nc4ccc(C)cc4s3)cc2)nnc1-c1ccccc1,1,?,4%,?,·,?,?,0.63µM*,11µM*,18µM*,?
COC(=O)C(N)Cc1ccc(O)cc1 (stereo not given),0,0%,1%,1%,6%,1%,7%,-6%,-3%,7%,2%
c1ccc(C2=Nn3c(Cn4nnc5ccccc54)nnc3SC2)cc1,4,4%,-4%,-2%,0%,0%,1%,-1%,29%,0%,3%
CN(Cc1ccnc2ccccc12)C(=O)C1CCC(=O)N(Cc2ccccc2F)C1 (stereo not given),-2,-1%,14%,-18%,-23%,-1%,1%,5%,0%,9%,-4%
Cc1cccc(-n2ccnc2SCC(=O)Nc2cc(C)on2)c1,7,1%,-2%,-8%,-10%,-6%,-3%,-8%,40%,-13%,-3%
Cc1cccc[n+]1CC(=O)Nc1ccccc1,-5,4%,2%,·,-15%,-6%,-1%,-3%,-15%,-10%,-18%
Cc1csc(NC(=O)C2CCN(S(=O)(=O)c3ccc4c(c3)oc(=O)n4C)CC2)n1,-2,?,-2%,-7%,-7%,0%,0%,-7%,5%,1%,-10%
CCOCCc1nn2c(=O)cc(CSCC(=O)Nc3cccc(C)c3C)nc2s1,-1,10%,0%,0%,1%,-2%,7%,-3%,-14%,-2%,1%
O=C1c2c(O)cc(O)cc2O[C@H](c2ccc(O)c(O)c2)[C@@H]1O,-3,·,10%,·,·,-4%,-11%,-2%,-3%,-3%,·
CCN1CCN(C(=O)CCN2C(=O)COc3ccc(C)cc32)CC1,1,4%,0%,0%,-9%[1.84 µM],0%,2%,-9%,-14%,-7%,1%
Cc1cc(SCC(=O)N(C)C2CCS(=O)(=O)C2)nc2c(C)cccc12 (stereo not given),5,-3%,-2%,-4%,-30%,0%,6%,-7%,-17%,-12%,0%
Cc1c(NC(=O)CN2C(=O)NC(C)(c3ccccc3)C2=O)c(=O)n(-c2ccccc2)n1C (stereo not given),1,2%,0%,0%,0%,-6%,6%,-5%,27%,?,0%
CCOC(=O)c1sc2nc(SCC#N)n(CCCN3CCCC3=O)c(=O)c2c1C,1,?,-2%,-2%,-32%,-4%,5%,-7%,38%,-3%,-3%
CC(=O)NC(c1ccc(Cl)cc1Cl)c1ccc2cccnc2c1O (stereo not given),1,?,-3%,18%,-37%,-22%,1%,-41%[inhibitor],2µM*,1.8µM*,?
COc1cccc(CN2CCN(Cc3ccc4c(c3)OCCO4)CC2CCO)c1 (stereo not given),3,4%,-8%,-1%,0%,-7%,-3%,-5%,-15%,-4%,-1%
S=C(Nc1ccc(Br)cc1)NC1CCN(Cc2ccccc2)CC1,1,-29%,-4%,-3%,5%,-3%,1%,-1%,?,16µM*,-16%
Cc1cc(NC(=O)CSc2ccc(-c3ccc(F)cc3)nn2)no1,4,8%,2%,4%,16%,-1%,-4%,-1%,14%,-2%,0%
CC(NC(=O)c1ccco1)C(=O)N1CCN(S(=O)(=O)c2ccccc2C#N)CC1 (stereo not given),1,15%,6%,-5%,8%,-3%,-1%,-1%,·,·,2%
CC(=O)NC(Cc1ccccc1F)C(=O)NC1CCN(C(=O)c2cnccn2)CC1 (stereo not given),-4,0%,3%,-2%,2%,-2%,2%,10%,7%,-1%,-1%
CCN(CC(=O)Nc1cc(Cl)ccc1C)C(=O)c1nc2nc(C)cc(C)n2n1,-3,-3%,-5%,-7%,-3%,-2%,-1%,0%,·,·,0%
Cc1ccc(N2N=C(C(=O)O)CCC2=O)cc1Cl,0,-2%,2%,-1%,-2%,-4%,-2%,-4%[1.84 µM],-1%,0%,-1%
CN1C(=O)/C(=C/C=C2\SCCN2C)SC1=S,8,?,1%,?,·,2.5µM*,1.9µM*,3.2µM*,-15%,-16%,?
O=C(O)CCCN1C(=O)/C(=C/c2cn(-c3ccccc3)nc2-c2cccs2)SC1=S,0,-20%,-1%,17%,-84%[inhibitor],-5%,?,-1%,-24%,?,-2%
O=S(=O)(N[C@H](CO)c1ccccc1)c1ccc(Br)cc1F,·,1%,2%,0%,-4%,·,·,·,·,·,4%
COc1ccc(NS(=O)(=O)c2cc(NC(=O)c3ccc(C)o3)ccc2N2CCCCC2)cc1,?,2%,16%,-1%,-38%,-1%,4%,-6%,6.3µM*,4.5µM*,0%
Cc1ccc(S(=O)(=O)N2CCN(C(=O)COC(=O)/C=C/c3ccc(F)cc3)CC2)c(C)c1,6,-7%,-4%,3%,-16%,-8%,4%,1%,·,·,-2%
COC(=O)c1ccc(CSc2cc(C)c3cc(C)cc(C)c3n2)o1,-1,-8%,5%,1%,3%,-2%,-2%,-2%,-8%,-6%,-3%
O=C(Nc1ccc(S(=O)(=O)Nc2nccs2)cc1)c1cc(-c2ccccn2)nc2ccccc12,1,8%,7%,10%,-4%,-1%,-12%,-5%,1%,0%[10 µM],0%
O=C(c1ccco1)N1CCN(S(=O)(=O)c2ccc(C3CCCCC3)cc2)CC1,4,-5%,0%,1%,-35%,-3%,3%,-13%,?,?,-5%

# No enrichment for hits (roughly 15% active in at least one column).
